# High-throughput results: PubChem, several laboratories
# MT stabilizer: microtubule stabilizers in HeLa cells, primary screen, imaging, high-content imaging. actives 0.83% (n = 200,000). % tubulin-high responders, % at 10 µM. AID 2205, 2009. HeLa tubulin immunostaining HCS, 24 h; share of cells brighter than vehicle mean+2SD;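 active = plate Z-score above 3 for both tubulin-high and condensed-nucleus cell shares, with cell loss under 80%, at 10 µM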;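 also: anti alpha tubulin signal scored within the nucleus-defined area of each cell; some results filed as inactive read as strong as hits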
# K1F lysis inhibition: inhibition of K1F phage lysis, E. coli UTI89, bacterial capsule biogenesis inhibitors, alamar blue (AID 488966); E. coli UTI89 K1F phage lysis, alamar blue, 2 h; higher % means a stronger effect; inhibition, % at 100 µM, or IC50 in µM where a hit was titrated; actives 0.02% (n = 340,000);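 active = phage lysis inhibition, versus mean bacterial control, above a set limit; inconclusive = no clear call, values can overlap the other calls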;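 also: capsule biogenesis inhibitors block K1F phage lysis so surviving cells raise fluorescence; higher fluorescence means more inhibition of phage lysis; actives were called in the ten point dose series up to 300 µM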
# M17LAP inhibition: P. falciparum M17LAP inhibitors, primary screen, biochemical, fluorogenic H-Leu-NHMec substrate, 1536-well (AID 1619); Leucine aminopeptidase (Plasmodium falciparum (isolate 3D7)); recombinant M17LAP, H-Leu-NHMec fluorogenic kinetic assay; higher % means a stronger effect; inhibition, % at 30 µM, or IC50 in µM where a hit was titrated; actives 0.38% (n = 220,000);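 active = compound inhibiting the enzyme by more than half at any dose during confirmatory dose-response retesting; inconclusive = strong single-dose inhibitors picked by rank but not retested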;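 also: plate controls were full reaction with DMSO carrier for no effect and no enzyme background for full effect; strong numbers were not always called active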
# Dynein transport: inhibitors of GR-EGFP nuclear translocation, primary screen, dynein cargo transport inhibitor project, imaging, high-content, 3617.4 mouse cells; test concentration mostly 20 µM; stimulated with dexamethasone, 1 µM; active compounds read low; z-score, hits read low; actives 0.47% (n = 220,000); AID 1381, 2008;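 active = plate z-score of nuclear minus cytoplasmic receptor signal below a set negative limit, without overly bright fluorescence or cell loss, cut at about -3.5 in these data, passing the limit was not always enough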;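 also: z-score of nuclear minus cytoplasmic ring GR-EGFP intensity difference per well; some compounds called inactive have numbers as strong as hits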
#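 Buffer or medium: tet-free, stripped-serum medium; reagent: dexamethasone at 1.0 µM final, 30 min; incubation: 48 h induction, 1 h compound, 30 min dex at 37 °C; measured by: formaldehyde fixation, Hoechst nuclear stain, 10x automated fluorescence imaging; read-out: nuclear-to-cytoplasmic GR-EGFP distribution per well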
# Ins promoter up: insulin promoter activators in MIN6 cells, imaging, high-content screening, mouse beta cells | MIN6 insulin promoter-GFP reporter; active compounds read high | z-score at 5 µM | actives 0.3% (n = 190,000) | AID 1625, 2009;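 active = z-score above 3 at 5 µM with at least 500 cells counted in the well; inconclusive = wells under 500 cells, flagged as cytotoxic or low count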
# bCat nuc transl: modulators of beta-catenin nuclear translocation, primary screen, imaging, HeLa cells, immunofluorescence, high-content | actives 0.3% (n = 190,000) | nuclear translocation activity, % at 5 µM | AID 1665, 2009;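 active = nuclear translocation activity above 50% at 5 µM, with a well cell count of 50 or more; inconclusive = wells under 50 cells across six images, flagged as toxic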;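 also: per-cell ratio of nuclear to cytoplasmic median beta-catenin stain intensity; plate controls were DMSO negative control for no effect and GSK-3 inhibitor IX positive control for full effect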
#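 Signal – beta-catenin immunofluorescence imaging with DAPI · Test system – human HeLa cell line · Dosing – 5 µM primary single dose, 0.1% DMSO, 0.02–20 µM confirmation series · Measure – % activation, nuclear-to-cytoplasmic median beta-catenin signal ratio per cell · Incubation – 24 h compound exposure at 37°C, 5% CO2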
# Autophagy HCS: autophagy modulators in MEF cells, primary screen, imaging, high-content, MEF GFP-LC3 | MEF GFP-LC3 puncta imaging; test concentration mostly 10 µM | calls only at 10 µM (by protocol) | actives 0.98% (n = 190,000) | AID 463193, 2010;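 active = percentage of spot-positive cells more than 3 SD above its plate mean, without a fluorescence outlier flag or 80% toxicity; inconclusive = no clear call, values can overlap the other calls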;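 also: spot-positive cell cutoff set from DMSO-treated cells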
# P. falciparum M1AAP: P. falciparum M1AAP inhibitors, biochemical, fluorogenic H-Leu-NHMec substrate, 1536-well (AID 1445) | actives 0.42% (n = 220,000) | inhibition, % at 30 µM; hits with a dose series show IC50 in µM | recombinant M1AAP, H-Leu-NHMec fluorogenic kinetic assay; higher % means a stronger effect | Aminopeptidase N (Plasmodium falciparum (isolate 3D7));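 active = primary inhibition above the hit cutoff, then over 50% inhibition at one or more dose response concentrations, cut at about 23% in these data, passing the limit was not always enough; inconclusive = conflicting primary data, or primary hits not chosen for dose response; inactive = low primary inhibition, or under 50% at every dose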;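 also: plate controls were DMSO full reaction for no effect and no enzyme background for full effect; strong numbers were not always called active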
# CSM14.1 death rescue: rescue of cells from ER stress-induced death, primary screen, 384-well, CSM14.1, thapsigargin, ATP luminescence (AID 1222); 190,000 tested, under 10 active; cellular ATP content (survival), % at 20 µM, or EC50 in µM where a hit was titrated; CSM14.1 thapsigargin-induced death rescue, ATP luminescence; higher % means a stronger effect;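 active = EC50 below 50 µM in the dose-response confirmation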;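 also: death triggered by thapsigargin at about 15 µM added after 2 h compound pretreatment; cell ATP read after overnight thapsigargin exposure of roughly 18 to 22 hours; normalized against plate controls of thapsigargin alone and 5% DMSO vehicle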
# Dynein transport cytoplasmic EGFP: second read-out of Dynein transport, no call of its own (marks repeat the call); z-score; measured here: cytoplasmic GR-EGFP intensity; active compounds read high
# Dynein transport nuclear GR-EGFP: recorded beside Dynein transport, whose call it bears; z-score; measured here: nuclear GR-EGFP intensity;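 lower value marks the stronger effect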
# Dynein transport cell count: further read-out of Dynein transport, marked with its call; z-score; measured here: cell count per field
# Ins promoter up cell count: second read-out of Ins promoter up, no call of its own (marks repeat the call); cell count; measured here: cytotoxicity, nuclei count;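 total cells summed across four imaged fields per well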
# bCat nuc transl cell count 5 µM: second read-out of bCat nuc transl, no call of its own (marks repeat the call); cell count; measured here: cell count, cytotoxicity flag
# MT stabilizer Hoechst-high %: also measured in MT stabilizer; calls as there; % Hoechst-high responders; measured here: nuclear condensation Hoechst responders;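 share of cells brighter than vehicle mean plus two SD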
# MT stabilizer cytotoxicity %: further read-out of MT stabilizer, marked with its call; toxicity, %; measured here: cytotoxicity by cell density;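 0% = mean cell density of plate MIN control wells and 100% = no cells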
# Autophagy HCS cell loss 18 h: further read-out of Autophagy HCS, marked with its call; toxicity, %; measured here: cell loss, nuclei count;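 cell loss after 18 h compound exposure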
# Active calls of the source: *; i = inactive; ? = inconclusive; · = no result given; + = active, no number; [ ] = another dose, or the depositor's remark. Not a hit list; about 2.9% have a hit in one of these screens.
SMILES,MT stabilizer,MT stabilizer Hoechst-high %,MT stabilizer cytotoxicity %,K1F lysis inhibition,M17LAP inhibition,Dynein transport,Dynein transport cytoplasmic EGFP,Dynein transport nuclear GR-EGFP,Dynein transport cell count,Ins promoter up,Ins promoter up cell count,bCat nuc transl,bCat nuc transl cell count 5 µM,Autophagy HCS,Autophagy HCS cell loss 18 h,P. falciparum M1AAP,CSM14.1 death rescue
Cc1ccc(C2=NNC(C(O)C(O)C(O)CO)S2)cc1 (stereo unspecified),6.6,4.6,1.8,-0.5%,13%,-0.63,-0.29,-0.35,1,-0.48,1023,-2.0,933,i,-6,6%,-0.3%
NC12CC3CC(C1)CC(CO)(C3)O2,3.6,2.6,12,0.7%,9%,-0.19,-0.21,0.2,-0.22,0.76,1100,1.2,813,i,-1,1%,0.0%
COc1cccc(C(=O)NC2CCCC2)c1,3.3,1.1,8.2,-0.9%,0%,-0.34,-0.24,0.021,0.13,0.9,1464,-0.1,1497,i,-15,3%,0.0%
O=[N+]([O-])c1ccccc1S(=O)(=O)N1CCN(CC2CC=CCC2)CC1 (stereo unspecified),2.4,2.1,6.3,0.2%,2%,-0.34,-0.24,0.38,-0.079,-0.61,1652,-6.4,1123,i,1,1%,-1.0%
COC(=O)c1cc(OC)c(OC)cc1NC(=O)c1ccc(OC)c(OC)c1,1.7,0.7,6.4,3.1%,-16%,-0.33,-0.093,-0.25,0.26,·,·,-5.7,1246,i,-1,4%,0.5%
CC1(C)CC(O)C(C)(C)N1O (stereo unspecified),3.7,1.3,8.9,0.6%,-8%,1.1,-0.37,0.6,-0.47,2.2,1512,-0.7,1293,i,-51,0%,0.6%
C=CCn1c(=N)n(CC(=O)OC)c2ccccc21,2.6,1.9,5.4,0.3%,-7%,0.6,-0.14,0.88,-0.7,0.03,1403,-2.8,898,i,-4,-4%,1.0%
CCOC(=O)C1(Cc2ccc(OC)cc2)CCN(C(=O)CN2CCOC2=O)CC1,1.6,3.0,14,-0.7%[50 µM],·,1.9,0.038,1.7,-1.4,-0.52,1480,-0.2,954,i,-6,·,-1.1%
CC(C)(C)OC(=O)NCCC(=O)N/N=C/c1ccc2ncccc2c1,·,·,·,-0.1%,21%,0.36,-0.2,0.61,0.49,·,·,-0.2,1344,·,·,5%,·
O=C(Nc1c2c(nc3ccccc13)CCCC2)c1ccccc1Br,3.5,2.2,7.6,0.2%,5%,-1.2,0.46,-0.69,1.6,-0.02,1486,-0.2,1075,i,11,4%,-2.3%
CN1CCN(C(=O)C2CCN(S(=O)(=O)c3ccc4c(c3)oc(=O)n4C)CC2)CC1,5.8,3.3,2.1,-0.4%,-5%,-1.5,-0.21,-0.49,0.8,0.53,1058,-0.1,988,i,3,0%,·
COc1ccc(C(=O)COc2ccccc2C#N)cc1,·,·,·,-0.9%,15%,0.73,-0.22,0.85,0.25,-0.59,1079,-1.0,1390,·,·,3%,·
COCCCn1cnc2c(c1=O)c1nc3ccccc3nc1n2-c1ccccc1,3.4,3.0,6.7,5.6%,-10%,0.071,-0.043,0.59,-0.45,·,·,-0.3,811,i,-15,13%,2.2%
Cc1[nH]n(-c2cccc(Cl)c2)c(=O)c1-c1ccc(Cl)cc1,2.0,1.8,2.7,9.3%,26%,-0.54,-0.2,-0.12,0.54,·,·,0.3,1179,i,1,27%*,-4.7%
O=C(NC1CCNCC1)C1CC1,4.1,1.4,5.8,0.8%,·,-0.47,-0.31,-0.062,0.36,0.37,1499,0.5,970,i,-4,·,1.7%
O=C(O)CC(NC(=O)OCc1ccccc1)c1ccccc1 (stereo unspecified),5.6,2.5,3.5,-0.2%,41%,1.1,-0.14,1.2,-1.6,0.17,1120,-5.0,912,i,-4,-5%,0.5%
O=C(c1ccc2ccccc2c1)N1CCN(c2ccc(C(F)(F)F)cn2)CC1,1.4,1.4,11,0.7%,2%,2.3,-0.26,1,-0.46,-0.04,916,·,·,i,-12,13%,-0.9%
COc1ccccc1NC(=O)Nc1ccc2[nH]c(=O)[nH]c2c1,2.2,3.1,7.5,-0.1%,9%,1.5,-0.11,1.4,-1.3,-0.21,1484,-0.6,1548,i,-1,8%,-0.7%
CC1(C)Cc2c(ccc3ccccc23)/C(=C/C(=O)N2CCCCC2)N1,2.1,2.5,4.3,0.6%,-1%,-1.2,-0.25,-1.2,1.1,0.63,1515,-2.2,1318,i,-1,4%,-1.6%
Cc1ccc(S(=O)(=O)/N=C2/C=C(Sc3ncn[nH]3)C(=O)c3ccccc32)c(C)c1,2.1,2.0,8.2,·,?,-3.6*,1.4*,-2.2*,0.75*,-0.15,1144,-1.1,1123,i,-7,?,-0.7%
Cc1ccc(-c2noc(CN(C(=O)C(c3ccccc3)c3ccccc3)C(C)C)n2)cc1,3.1,1.4,4.9,1.2%,-4%,1,0.067,0.43,-1.8,·,·,·,·,i,0,5%,7.2%
NC(=O)C1=C[C@H](c2coc3ccccc3c2=O)C[C@H](OCCCCO)O1,0.6,2.1,3.6,0.7%,-3%,-0.59,-0.3,-0.0085,-0.095,-0.26,1441,-0.8,1050,i,3,-2%,1.5%
COC(=O)CNC(=O)COC(=O)/C=C/c1cccs1,·,·,·,0.1%[50 µM],3%,0.54,-0.1,0.24,0.33,0.1,1465,-0.8,1071,·,·,7%,·
O=C(Nc1cc(C(F)(F)F)ccc1N1CCOCC1)c1ccc(F)cc1,1.5,1.1,4.5,0.2%,5%,0.98,-0.0042,0.71,-0.066,-0.9,1188,0.3,1154,i,2,0%,2.5%
CCCCOc1ccc(CNn2c(C)nc3ccccc3c2=O)cc1,6.2,2.9,4.2,0.0%,2%,-0.88,-0.21,-0.24,0.4,·,·,·,·,i,-9,6%,0.9%
CSc1ncnc2sc(C)c(C)c12,3.2,2.3,1.9,-0.5%,8%,-0.19,-0.32,-0.13,0.38,0.74,1205,4.3,1087,i,25,2%,·
CCOc1ccc(Oc2nc(N(CC)CC)nc(N3CCOCC3)n2)nn1,8.0,3.2,6.4,-0.3%,3%,0.095,-0.23,0.76,-0.22,0.65,1550,-1.3,1000,i,1,5%,-2.0%
COc1ccc(O)c(/C=N/NC(=S)Nc2cccc(S(=O)(=O)N(C)C)c2)c1,2.6,1.0,31,1.5%[50 µM],12%,1.7,-0.25,0.52,-0.86,-0.26,1126,1.0,966,+,19*,-4%,-0.7%
Cc1c(Cl)cccc1Nc1nc(N)nc(CSc2ncccn2)n1,2.5,2.4,9.6,0.6%,5%,0.71,-0.1,0.73,0.32,-0.09,906,·,·,i,1,-6%,-1.3%
CCC(CC)C(=O)NCCc1cc2ccc(C)cc2[nH]c1=O,6.0,1.5,6.0,0.3%,7%,-0.23,-0.31,-0.046,0.35,·,·,-0.4,1093,·,·,1%,·
CCC(=O)Nc1c2c(nc3c1CCC3)CCCC2,9.5,2.7,6.9,0.9%,-4%,0.86,-0.024,0.76,0.099,·,·,·,·,i,-7,-5%,2.5%
CCOC(=O)N1CCN(c2cc(=O)n(-c3cccc(C)c3)c(=O)[nH]2)CC1,1.2,3.0,1.7,0.1%,-4%,-0.49,-0.33,-0.49,0.71,-0.74,1173,-1.5,1053,i,5,3%,2.0%
CCOC(=O)c1c[nH]c2c(Cl)c(Cl)ccc2c1=O,0.6,1.7,4.0,0.5%,1%,-0.19,-0.22,-0.11,0.38,1.5,887,0.0,1026,i,5,4%,-2.0%
CCCCn1c(-c2ccsc2)nc2c1c(=O)[nH]c(=O)n2CCC,4.9,3.1,5.3,0.4%,-6%,3.1,-0.28,1.2,-1,0.68,753,-1.5,980,i,-6,4%,1.1%
O=C(CN1C(=O)/C(=C/c2cccc(Br)c2)SC1=S)NC1=NCCS1,3.7,3.0,4.1,0.4%,2%,-0.23,0.13,0.057,-0.28,0.83,1558,-3.2,1107,i,-23,2%,3.7%
Cc1cc(=O)oc2c3c(ccc12)OC/C3=N/N,·,·,·,0.3%,-7%,-0.039,-0.25,0.46,0.98,-0.33,1108,-0.9,1335,·,·,-4%,·
O=[N+]([O-])c1cccnc1Oc1ccccc1F,·,·,·,-1.8%,1%,0.34,-0.14,0.24,-0.0057,0.43,1045,-2.3,1389,·,·,5%,·
